Compound activity: PubChem, several laboratories
HePTP inhibitor: human HePTP phosphatase inhibition. recombinant HePTP phosphatase activity, OD absorbance. inhibition, % at 20 µM. 110,000 tested, 0.64% active. P35236; in the data active = inhibition above about 50%;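 note: plate controls were vehicle for no effect and reference inhibitor for full effect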
Target sequence (P35236 whole entry, looked up): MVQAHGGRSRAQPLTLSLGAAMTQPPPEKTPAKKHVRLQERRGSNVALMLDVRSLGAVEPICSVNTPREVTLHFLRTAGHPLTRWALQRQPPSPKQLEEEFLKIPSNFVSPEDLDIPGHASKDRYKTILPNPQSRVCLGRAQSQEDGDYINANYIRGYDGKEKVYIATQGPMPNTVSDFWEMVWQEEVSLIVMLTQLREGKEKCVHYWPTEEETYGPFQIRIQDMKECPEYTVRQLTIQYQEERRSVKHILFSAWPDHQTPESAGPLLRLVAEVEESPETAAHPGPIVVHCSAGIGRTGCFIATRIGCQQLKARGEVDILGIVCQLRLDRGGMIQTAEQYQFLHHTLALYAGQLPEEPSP
BAP1 block: human BAP1 deubiquitinase inhibition. Q92560. recombinant BAP1, Ub-AMC hydrolysis fluorescence kinetic; active compounds read low. activity remaining (% of control), % at 20 µM. 72,000 tested, 0.48% active;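 active = activity remaining at or below 50% of control, provided the compound also passes the data quality filters; inactive = the rest, including low values that fail the filters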;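 note: 100% = DMSO wells rate and 0% = substrate alone blank rate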
Target sequence (Q92560 whole entry, looked up): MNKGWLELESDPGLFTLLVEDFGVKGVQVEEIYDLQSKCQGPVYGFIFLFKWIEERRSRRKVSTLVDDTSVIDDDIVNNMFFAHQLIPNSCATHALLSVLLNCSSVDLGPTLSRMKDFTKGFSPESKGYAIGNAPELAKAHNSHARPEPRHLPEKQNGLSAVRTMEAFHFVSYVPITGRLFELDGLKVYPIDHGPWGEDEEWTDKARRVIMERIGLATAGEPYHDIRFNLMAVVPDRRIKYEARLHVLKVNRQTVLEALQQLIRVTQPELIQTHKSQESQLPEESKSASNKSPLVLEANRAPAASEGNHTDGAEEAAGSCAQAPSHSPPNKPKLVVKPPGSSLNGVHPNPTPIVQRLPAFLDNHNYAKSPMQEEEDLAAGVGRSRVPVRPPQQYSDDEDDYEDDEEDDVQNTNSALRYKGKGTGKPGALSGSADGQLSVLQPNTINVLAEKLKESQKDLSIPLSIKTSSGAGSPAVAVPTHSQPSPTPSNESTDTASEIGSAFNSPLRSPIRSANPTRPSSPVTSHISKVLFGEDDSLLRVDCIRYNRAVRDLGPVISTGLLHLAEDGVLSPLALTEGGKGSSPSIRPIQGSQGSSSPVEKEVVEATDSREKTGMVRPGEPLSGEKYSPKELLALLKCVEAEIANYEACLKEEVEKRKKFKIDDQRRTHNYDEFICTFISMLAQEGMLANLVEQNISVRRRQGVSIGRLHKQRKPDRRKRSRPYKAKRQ
The depositor's hits bear a star; · = no result given; & = joins results of further samples. The order is random; any-hit rate near 0.79%.

Order of results – HePTP inhibitor	BAP1 block
- O=C(Nc1cccc(O)c1)/C(=C/c1cccc([N+](=O)[O-])c1)NC(=O)c1ccccc1
→ -3	·
- O=C(/C=C/c1cccc(C(F)(F)F)c1)Nc1cccc([N+](=O)[O-])c1
→ 9	·
- COc1ccc(S(=O)(=O)NC2CC(C)(C)NC(C)(C)C2)c(C)c1C
→ 2	103
- COc1ccc(NC(=S)NC(=O)/C=C/c2ccc([N+](=O)[O-])cc2)cc1
→ -2	·
- COc1ccccc1N1CCN(CC(O)COc2ccc(S(=O)(=O)N3CCOCC3)cc2)CC1 (stereo not drawn)
→ 5	110
- CCc1c(C)nc(N)n2c(SCC(=O)N3CCN(c4ccccc4)CC3)nnc12
→ 1	98
- COc1cc(/C=N/NC(=O)c2ccncc2)ccc1OC(=O)c1cccs1
→ 7	·
- Cc1oc(-c2ccccc2F)nc1CS(=O)(=O)CC(=O)NCCCc1ccccc1
→ 1	94
- COc1cccc(C2C(C(=O)NCc3ccccc3)=C(C)Nc3ncnn32)c1 (stereo not drawn)
→ -6	92
- O=C1CC(N2CCN(c3ccccc3F)CC2)C(=O)N1c1ccc2c(c1)OCCO2 (stereo not drawn)
→ 0	106
- CCCc1nc2ccccc2c(=O)n1-c1c(C)n(C)n(-c2ccccc2)c1=O
→ 6	62
- O=C1c2ccccc2C(=O)N1CCSc1nnc(-c2ccco2)n1Cc1ccccc1
→ 3	124
- Cc1cc(C)cc(-n2c3nc4ccccc4nc3c3c(=O)n(Cc4ccco4)cnc32)c1
→ 3	·
- CC(=O)Nc1cc(-c2cccc(C)c2)[nH]n1
→ 6	·
- COC(=O)c1ccc(CN2CCc3ccccc3C2)cc1
→ 0	·
- COc1ccc(NC(=O)c2c(N)sc(-c3ccccc3)c2C)cc1
→ 9	·
- O=C(/C(=N\O)n1cncn1)c1ccc(Br)cc1Br
→ 10&5	92
- CCCCOC(=O)Nc1nc(C)c(C(=O)OCC)s1
→ -1	·
- CC(/C(O)=C(\C#N)c1nc2ccccc2n1C)N1C(=O)c2ccccc2C1=O (stereo not drawn)
→ 1	·
- O=C(/C=C/c1ccc2c(c1)OCO2)Nc1ccc(F)cc1
→ 4	·

The closing three compounds of the section above open the next one:
Order of results – HePTP inhibitor	BAP1 block
- CCCCOC(=O)Nc1nc(C)c(C(=O)OCC)s1
→ -1	·
- CC(/C(O)=C(\C#N)c1nc2ccccc2n1C)N1C(=O)c2ccccc2C1=O (stereo not drawn)
→ 1	·
- O=C(/C=C/c1ccc2c(c1)OCO2)Nc1ccc(F)cc1
→ 4	·
- CCc1ccc(C2CC(=O)NC(SCC(=O)OC(C)C)=C2C#N)cc1 (stereo not drawn)
→ 8	94
- CCOc1ccc(N2C(=O)NC(=O)/C(=C\c3ccc([N+](=O)[O-])cc3)C2=O)cc1
→ -12	·
- Cc1ccc(C)n1CCN1CCN(C(=O)c2ccco2)CC1
→ 3	107
- CCOC(=O)c1nnn(CC(=O)Nc2ccccc2OC)c1C(=O)OCC
→ 4	112
- CCOc1ccccc1NC(=O)C(=O)NCCCO
→ -4	·
- CCOC(=O)N1CCN(C(=O)c2cc(C)no2)CC1
→ 3	94
- CCc1ccc(-c2nc3cc(NC(=O)COc4ccccc4[N+](=O)[O-])ccc3o2)cc1
→ -7	·
- N#C/C(=C/C=C/c1ccco1)C(=O)Nc1cccc(Br)c1
→ 4	·
- CCOc1ccc(NC(=O)C2=C(C)NC(=S)NC2c2ccc(Br)cc2)cc1 (stereo not drawn)
→ -5	·
- O=C(CSCC(=O)Nc1ccc2ccccc2c1)NCc1ccccc1
→ -3	·
- Cc1nnc2c(NC(C)C)nc3ccccc3n12
→ 6	74
- CCOc1cc(/C=C(\C#N)c2nc3ccc(C)cc3[nH]2)cc(I)c1O
→ -9	·
- CC(C)c1ccc(-n2c(-c3ccccc3)nc3c(cnn3-c3ccccc3)c2=O)cc1
→ 12	·
- CCOC(=O)C1[C@H]2C(=O)N(CCCOC)C[C@]23C=C[C@H]1O3 (stereo partly drawn)
→ -2	102
- Cc1cc(Cl)ccc1OCC(=O)N1CC(C)CC(C)C1 (stereo not drawn)
→ 3	117
- Cc1c(NC(=O)NCc2ccccc2)c(=O)n(-c2ccccc2)n1C
→ 2	77
- O=C(NCc1ccccc1F)c1ccccc1-c1ccccc1
→ -4	·
- CC(C)c1ccc2c(c1)c(SC(C)(C)C)c(CC(C)(C)C(=O)O)n2Cc1ccc(Cl)cc1
→ ·	17*
- Cc1sc(NC(=O)c2ccccc2)nc1-c1ccccc1
→ 4	·
- Cc1nc2ccc(C(=O)N3CCSCC3)cc2s1
→ 7	105

Next results
Order of results – HePTP inhibitor	BAP1 block
- Cc1noc(C)c1S(=O)(=O)N1CCCC(C(=O)N2CCc3ccccc3C2)C1 (stereo not drawn)
→ 1	103
- CN(C)c1ccc(Nc2nc(-c3cccnc3)cs2)cc1
→ 8&-4	98
- Cc1ccc2nc(Nc3ccccc3)c(/C=N/O)c(=O)n2c1
→ -1	80
- O=C(O)c1ccc(CSc2nnc(-c3ccco3)o2)cc1
→ 7	100
- c1cn(CC2(Cn3ccnc3)COC2)cn1
→ 2	98
- Cc1onc(-c2c(F)cccc2Cl)c1C(=O)NCc1cccs1
→ -5	54
- CN(C(=O)COc1ccc(F)cc1)C1CCS(=O)(=O)C1 (stereo not drawn)
→ 6	·
- CCOc1ccc(NC(=O)CC(C)=O)cc1
→ 5	·
- COC(=O)c1cn(C(=O)c2ccc(-c3ccccc3)cc2)c2ccccc12
→ 3	·
- Cc1ccc(Cn2c(N3CCCCCC3)nc3c2c(=O)[nH]c(=O)n3C)cc1
→ -1	97
- O=C(O)CN1C(=O)/C(=N/N2C(=O)CSC2=S)c2ccccc21
→ 63*	·
- CCOc1ccc(NC(=O)CN(c2cc(Cl)cc(Cl)c2)S(C)(=O)=O)cc1
→ 0	·
- Cc1nc2ccc3nc(NC(=O)c4ccc5c(c4)OCCO5)sc3c2s1
→ 0	113
- CC(C)(C)NCCCCOc1cccc(Cl)c1
→ -2	·
- COc1ccc2c(c1OC)C(=O)O[C@@H]2[C@H]1c2c(cc3c(c2OC)OCO3)CCN1C
→ 9&7	99&91
- C/C(=N\N=C1\NC(=O)C(CC(=O)Nc2ccc(C)c(Cl)c2)S1)c1ccc([N+](=O)[O-])cc1 (stereo not drawn)
→ 1	·
- CN(C)c1ccnc(SCc2ccccc2Cl)c1C#N
→ -5	84
- Cc1oc(-c2ccccc2F)nc1CS(=O)CC(=O)NCc1cccs1 (stereo not drawn)
→ 2	90
- CC(C)(C)c1ccc(CNc2cc(N3CCCCC3)ccc2[N+](=O)[O-])cc1
→ ·	74
- Cc1ccc(NC(=O)CCC2CCCC2)nc1
→ 5	·

Further structures:
Order of results – HePTP inhibitor	BAP1 block
- Cc1nc2ccccc2n1S(=O)(=O)c1ccc2ccccc2c1
→ 5	·
- CC(C)CC(NC(=O)/C(=C\c1ccc2c(c1)OCO2)NC(=O)c1ccco1)C(=O)O (stereo not drawn)
→ 0	·
- CSc1ccc(C=Nc2ccc(C#N)cc2)cc1
→ 0	·
- O=C(CSc1nnc(-c2ccc(F)cc2)o1)N1CCN(C(=O)c2ccco2)CC1
→ 9	109
- CCOC(=O)c1ccc(OCC(=O)c2ccc(O)cc2O)cc1
→ 6	45*
- COC(=O)C1=C(C)NC(=O)NC1c1ccc(OCc2ccccc2)c(OC)c1 (stereo not drawn)
→ ·	142
- O=C(CCC1CCCC1)Nc1cccc(F)c1
→ 9	·
- Cc1[nH]c2ccccc2c1C(=O)COC(=O)C1CCC(=O)N1 (stereo not drawn)
→ 4	115
- C=CCn1c(SCC(=O)Nc2ccccc2OC)nc(O)c(Cc2ccccc2)c1=O
→ -12	·
- Cn1cnnc1Sc1nc2ccccc2nc1NS(=O)(=O)c1ccccc1
→ 0	84
- C=CCNC(=S)N/N=C/c1cccc([N+](=O)[O-])c1
→ -11	·
- CNC(=O)c1c(-c2ccccc2)oc2ccc(OC)cc12
→ 1	·
- O=C(Nc1ccc2c(c1)oc1ccccc12)c1c(Cl)cccc1Cl
→ -4	·
- O=C(CN1C(=O)CCC1=O)Nc1nc(-c2ccc(Cl)s2)cs1
→ ·	78
- O=[N+]([O-])c1ccccc1C=NCCC12CC3CC(CC(C3)C1)C2
→ -7	·
- Cc1ccc(N2CCN(CCc3nc4cc(NC(=O)c5ccco5)ccc4n3C)CC2)cc1
→ 3	87
- CCC(=O)N1c2ccccc2NC2=C(C(=O)CC(c3ccccc3)C2)C1c1cccnc1 (stereo not drawn)
→ 5	·
- CCSCCOC(=O)C1=C(C)NC2=C(C(=O)CC(C)(C)C2)C1c1cccc2ccccc12 (stereo not drawn)
→ -8	·
- Cc1cc(C(=O)CSc2nnc(Nc3ccccc3F)s2)c(C)n1CC1CCCO1 (stereo not drawn)
→ 1	55
- Cn1ncc(Br)c1C(=O)Nc1ccc(Cl)cn1
→ -3	101

The list goes on.
Order of results – HePTP inhibitor	BAP1 block
- CCOc1ccc(NC(=O)C(CC)NC(=O)c2ccccc2CO)cc1 (stereo not drawn)
→ 12	89
- CCn1c(SCC(=O)Nc2nc3ccc(C)cc3s2)nc2c(c1=O)SC(C)C2 (stereo not drawn)
→ 9	121
- CCOc1cc(N2CCOCC2)c(OCC)cc1NC(=O)CSc1cccc[n+]1[O-]
→ 11	105
- O=C1C(=O)N(c2cccnc2)C(c2ccc(Cl)cc2)/C1=C(\O)c1ccc(Cl)cc1 (stereo not drawn)
→ 12	·
- CC(=O)c1c(C)n(C)c2ccc(OC(=O)c3ccco3)cc12
→ ·	104
- O=S(=O)(NCC1CCCO1)c1cccc(C(F)(F)F)c1 (stereo not drawn)
→ 2	112
- COc1cccc(NC(=O)Nc2cc(C)ccc2F)c1
→ 12	71
- CCN(CC)c1nc2ccccc2nc1C(C#N)C(=O)NCCc1ccccc1 (stereo not drawn)
→ 4	93
- N#CCCC12CCCCC1=Nc1ccccc12 (stereo not drawn)
→ -1	99
- CCOCCn1c(CN2CCN(c3ccccc3)CC2)nc2c1c(=O)n(C)c(=O)n2C
→ ·	93
- COC(=O)CCC(=O)c1oc2ccccc2c1NC(=O)CCCN1C(=O)c2ccccc2C1=O
→ 7	96
- CCCCCCCc1ccc(-c2ccc(O)cc2)nc1
→ -17	·
- O=C(Cn1nnc2c(cnn2-c2ccc(F)cc2)c1=O)OC1CCCCC1
→ 8	58
- CCCCOc1ccccc1NC(=O)CC1SC(=NCC)N(CC)C1=O (stereo not drawn)
→ 0	93
- CCOC(=O)c1[nH]c2ccccc2c1NC(=O)CN1CCCCC1
→ 9	93
- C/C=C/c1ccc(OCCn2cncn2)c(OC)c1
→ -7	90
- CC(C)[C@@H](C(=O)NCC1CCC(C(=O)O)CC1)n1nnc2ccccc2c1=O (stereo partly drawn)
→ -7	93
- NC(=O)c1ccc(NS(=O)(=O)c2ccc(F)cc2)cc1
→ 7	·
- CCCc1cc(=O)n2[nH]c(-c3ccc(F)cc3)cc2n1
→ -4	·
- COc1ccc(-n2nc(C(=O)NCc3ccco3)c3c4ccccc4n(C)c3c2=O)cc1Cl
→ 6	·

Some of these compounds in order of SMILES length, rising.
Order of results – HePTP inhibitor	BAP1 block
- N#CCCC12CCCCC1=Nc1ccccc12 (stereo not drawn)
→ -1	99
- O=S(=O)(NCC1CCCO1)c1cccc(C(F)(F)F)c1 (stereo not drawn)
→ 2	112
- NC(=O)c1ccc(NS(=O)(=O)c2ccc(F)cc2)cc1
→ 7	·
- CCOc1ccc(NC(=O)C(CC)NC(=O)c2ccccc2CO)cc1 (stereo not drawn)
→ 12	89
- O=C(Cn1nnc2c(cnn2-c2ccc(F)cc2)c1=O)OC1CCCCC1
→ 8	58
- CC(C)[C@@H](C(=O)NCC1CCC(C(=O)O)CC1)n1nnc2ccccc2c1=O (stereo partly drawn)
→ -7	93
- COc1ccc(-n2nc(C(=O)NCc3ccco3)c3c4ccccc4n(C)c3c2=O)cc1Cl
→ 6	·

Further records:
Order of results – HePTP inhibitor	BAP1 block
- COc1ccc(OC)c(NC(=O)c2nnn(Cc3ccc(Br)cc3F)c2N)c1
→ 2	82
- COc1ccc(Oc2nc(Oc3ccc(OC)cc3)nc(Oc3ccc(OC)cc3)n2)cc1
→ 4	·
- C=CCn1c(=N)n(CC(O)c2ccco2)c2ccccc21 (stereo not drawn)
→ -10	99&74
- CCC1(C)CC(CC(=O)O)(c2ccc(OC)cc2)CCO1 (stereo not drawn)
→ 0	·
- COc1ccccc1NC(=O)c1ccc(N2C(=O)c3ccc([N+](=O)[O-])cc3C2=O)cc1
→ -11	·
- O=C(N/C(=C/c1ccc(Cl)cc1)C(=O)N1CCCCC1)c1ccco1
→ 0	·
- Cc1cccc2sc(NC(=O)CCNS(=O)(=O)c3cccc4nonc34)nc12
→ 10	·
- COC(=O)c1ccc(NC(=O)c2ccc(Cl)cc2)cc1
→ 1	·
- Cc1ccc2c(c1)c1c3n2CCN(CCC(=O)O)C3CCC1 (stereo not drawn)
→ -2	·
- Oc1ccccc1C1=Nc2ncnn2C(c2ccc(F)cc2)C1 (stereo not drawn)
→ 5	90
- CC1SC(c2cccc(Cl)c2)NC1=O (stereo not drawn)
→ 8&-6	·
- Cc1ccc(C(=O)NCCOc2ccc(Cl)cc2)cc1
→ 4	·
- CCCCC(=O)NCCc1cc2c(OC)ccc(OC)c2[nH]c1=O
→ 5	99
- O=C(N/N=C\c1ccccc1)c1cncc(Br)c1
→ 1	·
- CCOc1ccc(S(=O)(=O)N2CCN(c3ccc(C)cc3C)CC2)cc1
→ -5	76
- CCCCOC(=O)c1ccc(NC(=O)COc2ccc([N+](=O)[O-])cc2)cc1
→ -5	·
- O=C1CCCC(O)=C1C(C1=C(O)CCCC1=O)c1ccc(Cl)cc1
→ -2	·

Compound profiles (already shown). Screens in order: HePTP inhibitor | BAP1 block
O=S(=O)(NCC1CCCO1)c1cccc(C(F)(F)F)c1 (stereo not drawn) is entered as 2 | 112
COc1ccc2c(c1OC)C(=O)O[C@@H]2[C@H]1c2c(cc3c(c2OC)OCO3)CCN1C is entered as 9&7 | 99&91
COc1ccccc1N1CCN(CC(O)COc2ccc(S(=O)(=O)N3CCOCC3)cc2)CC1 (stereo not drawn) is entered as 5 | 110
